S2 tox: Viability Counterscreen for Primary qHTS for Inhibitors of ATXN expression | S2 cells (HEK-293 line with an ATXN2-luciferase reporter) viability, CellTiter-Fluor protease fluorescence, 24 h | Potency, µM (top dose mostly 56.7 µM), usual class: cytotoxic | 0.49% of 400,000 active; further: potency means the concentration at half of the fitted maximal effect; nearly all actives have a fitted effect of over 40% in size
Nrf2 ARE act: qHTS of Nrf2 Activators; 0.31% of 410,000 active; Potency, µM (titrated, usually from 46.1 µM), inactives show at the highest dose activation, actives largely listed as activators; AREc32 ARE-luciferase reporter (MCF7-derived line), luminescence, 24 h; AID 624171, 2012; further: potency means the concentration at half of the fitted maximal effect; % of control where 0% means no effect; nearly all actives have a fitted effect of over 65% in size
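AREc32_Fluc, 1000 cells/well, OPTI-MEM + 5% FBS, o/n 37 deg C 5% CO2; 23 nL cpd by pin tool, 24 hr; Steady-Glo 30 min RT, luminescence.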
HepG2 viability: qHTS for Inhibitors of TGF-b: Cytotox Counterscreen | HepG2 CAGA-GFP viability, ATP luminescence, 18 h | 0.76% of 410,000 active | Potency, µM (highest dose often 46.1 µM), for the others: at the top dose activity change, negative = cytotoxicity, actives largely listed as cytotoxic; further: potency means the concentration at half of the fitted maximal effect; some results filed as inactive show a strong effect at the top dose
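HepG2 CAGA-GFP cells (1000/well, DMEM with 1% FBS) received compound, then TGF-beta at 500 pg/mL final, and were incubated 18 hours at 37 degrees C. Viability was read by CellTiter-Glo luminescence. Media-only wells were set as complete cell-killing and DMSO as no toxicity.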
IL-2 act: qHTS of IL-2 Activators; IL-2 activation reporter assay, cell-based qHTS; stimulated with anti-CD3/CD4/CD28 beads; in transgenic mouse T cells; activation, % (series mostly up to about 46 µM); 0.065% of 360,000 active; AID 652025, 2013; in the data active means activation above about 50%; inconclusive means mostly about 30% to 49%; further: 0% is about no effect
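Quantitative HTS in unstimulated transgenic mouse T cells, with memory T cells as non-tolerant control and PMA/ionomycin as tolerance-bypass control. Compound pretreatment lasted 60 minutes before 18 h bead stimulation; EGFP/DsRed fluorescence read.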
A549 tox: Nrf2 qHTS screen for inhibitors: counterscreen for cytotoxicity. A549 ARE-Fluc cells, CellTiter-Fluor viability, 18-24 h. Potency, µM (highest dose often 46 µM), inactives show at the highest dose activity change, negative = cytotoxicity, actives largely listed as inhibitors. 0.16% of 390,000 active; further: potency means the concentration at half of the fitted maximal effect; on the % scale 0 is the no-effect control and ±100 the full control effect
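Cytotoxicity counterscreen: CellTiter-Fluor fluorescence was measured in A549 ARE_Fluc cells after 18-24 h of compound exposure in a concentration series. The subsequent BugLite luminescent read reports ARE-luciferase activity.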
ATXN2 expr inh: Primary qHTS for Inhibitors of ATXN expression. Potency, µM (series often up to 57 µM), for inactives: at the highest dose activity change, negative = inhibition, hits mostly inhibitors. HEK-293 ATXN2-luciferase reporter, luminescence, 24 h. 0.72% of 360,000 active. AID 1745845, 2022; further: potency means the concentration at half of the fitted maximal effect; on the % scale 0 is the no-effect control and ±100 the full control effect; nearly all actives have a fitted effect of over 55% in size
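qHTS (up to 57 uM final) was run with 24 h compound exposure of reporter cells at 37 °C. Each well was multiplexed: SteadyGlo luminescence measured ATXN2-luciferase expression after a fluorogenic Gly-Phe-AFC viability readout (25 uM final).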
Nrf2 inh: Nrf2 qHTS screen for inhibitors | A549 ARE-Fluc reporter, luciferase luminescence, 18-24 h | Potency, µM (top dose mostly 46 µM), for inactives: at the highest dose activity change, negative = inhibition, hits mostly inhibitors | 2.1% of 360,000 active | AID 504444, 2011; further: potency means the concentration at half of the fitted maximal effect; on the % scale 0 is the no-effect control and ±100 the full control effect; nearly all actives have a fitted effect of over 60% in size
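Two sequential reads on A549 ARE_Fluc cells exposed to compound for 18-24 h: a CellTiter-Fluor fluorescence read for viability, then a luciferase luminescence read for Nrf2/ARE activity.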
TGFb SMAD3 inh: qHTS for Inhibitors of TGF-b. HepG2 CAGA-GFP TGF-b/SMAD3 reporter, GFP fluorescence, 18 h; TGF-beta stimulated, 500 pg/mL final. Potency, µM (top dose mostly 46.1 µM), for inactives: at the top dose activity, negative = inhibition, actives largely listed as inhibitors. 1.2% of 410,000 active; further: potency means the concentration at half of the fitted maximal effect; on the % scale 0 is the no-effect control and ±100 the full control effect; nearly all actives have a fitted effect of over 65% in size
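Inhibition was scored as loss of TGF-beta-induced (500 pg/mL final, 18 hours, 37 degrees C) GFP in HEPG2 cells carrying a CAGA-GFP reporter, in DMEM with 1% FBS. Well GFP was summed per cell; Activity was normalised to unstimulated and stimulated DMSO wells, then concentration-response fitting.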
EPAC2 agonist: qHTS for Agonist of cAMP-regulated guanine nucleotide exchange factor 4 (EPAC2): primary screen. Rap guanine nucleotide exchange factor 4 (Homo sapiens), Q8WZA2. EPAC2 activation, biochemical qHTS; response scale: 100% = 6.5 mM cAMP response. Potency, µM (highest dose often 154 µM), inactives show top-dose activation, usual class: activators. 0.079% of 360,000 active. AID 720711, 2013; further: potency means the concentration at half of the fitted maximal effect; nearly all actives have a fitted effect of over 50% in size
Target sequence (Q8WZA2 whole entry, looked up): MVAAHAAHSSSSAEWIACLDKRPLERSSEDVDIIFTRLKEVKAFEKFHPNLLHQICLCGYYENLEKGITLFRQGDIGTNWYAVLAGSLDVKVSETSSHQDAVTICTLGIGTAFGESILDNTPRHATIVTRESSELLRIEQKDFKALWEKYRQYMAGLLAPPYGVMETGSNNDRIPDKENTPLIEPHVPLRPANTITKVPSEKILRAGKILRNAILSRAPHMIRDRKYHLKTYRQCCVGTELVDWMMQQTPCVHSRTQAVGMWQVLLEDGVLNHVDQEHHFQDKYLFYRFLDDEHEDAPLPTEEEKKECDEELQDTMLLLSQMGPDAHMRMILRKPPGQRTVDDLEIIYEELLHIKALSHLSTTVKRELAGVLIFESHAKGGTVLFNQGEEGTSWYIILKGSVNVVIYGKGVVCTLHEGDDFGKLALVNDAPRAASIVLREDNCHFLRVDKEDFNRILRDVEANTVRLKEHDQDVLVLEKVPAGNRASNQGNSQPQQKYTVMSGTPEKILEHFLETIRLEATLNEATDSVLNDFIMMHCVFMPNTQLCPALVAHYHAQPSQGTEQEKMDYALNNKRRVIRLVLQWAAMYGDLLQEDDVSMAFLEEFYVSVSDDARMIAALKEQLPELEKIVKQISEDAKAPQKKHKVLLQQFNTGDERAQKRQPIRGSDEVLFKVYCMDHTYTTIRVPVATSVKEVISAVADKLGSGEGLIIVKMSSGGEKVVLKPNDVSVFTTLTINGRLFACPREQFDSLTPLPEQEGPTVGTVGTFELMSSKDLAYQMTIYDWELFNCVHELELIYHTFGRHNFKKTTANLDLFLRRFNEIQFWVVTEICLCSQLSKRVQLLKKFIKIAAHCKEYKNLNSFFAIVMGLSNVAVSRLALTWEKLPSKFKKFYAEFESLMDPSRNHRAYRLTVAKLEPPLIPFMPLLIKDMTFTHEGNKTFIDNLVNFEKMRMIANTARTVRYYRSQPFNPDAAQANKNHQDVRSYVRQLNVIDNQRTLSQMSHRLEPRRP
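Exchange assay: 100 nM EPAC2 with 250 nM Rap1B-BODIPY-GDP and 50 uM GDP. Fluorescence (ex 480/em 540 nm) read every 5 min for 30 min at room temperature. Data normalized to 6.5 mM cAMP as agonist control.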
* = called active by the depositor; i = inactive; ? = inconclusive; · = not tested or not shown; [ ] = another dose, or the depositor's remark. Unless noted, the call rests on the fitted dose curve; in most records, active means well fitted curve in the direction sought with a large enough effect; inconclusive means small, poorly fitted or top-dose-only effect, or another doubt; inactive means no such curve, though single readings can be large; an effect the other way counts as inactive or inconclusive.

Below each SMILES: S2 tox	Nrf2 ARE act	HepG2 viability	IL-2 act	A549 tox	ATXN2 expr inh	Nrf2 inh	TGFb SMAD3 inh	EPAC2 agonist
> Cc1cccc(OCCSc2nncn2C)c1
→ i	-0.5%	7%	0.2	6%	32%	?	13%	1%
> COc1ccc(N/N=C(/C#N)S(=O)(=O)C(C)(C)C)cc1
→ i	2.4%	3%	-0.1	-12%	-12%	1%	?	4%
> O=C(NCC1(c2ccccc2)CCCC1)C(=O)N1CCOCC1
→ i	0.2%	-37%	-0.8	-10%	1%	-7%	-1%	-1%
> Cc1ccc(OCC(=O)NC2CCCCCC2)cc1C
→ i	-0.1%	-18%	-1.8	2%	0%	13%	-12%	4%
> O=C(Oc1ccc(N(Cc2cccs2)C2=NS(=O)(=O)c3ccccc32)cc1)c1ccccc1
→ i	-0.2%	-15%	-0.4	5%	-7%	0%	12%	6%
> CCOc1ccc(Cl)cc1CSc1n[nH]c(CC)n1
→ i	-0.6%	-4%	-1.7	-5%	14%	·	10%	9%
> O=C(CCN1C(=O)/C(=C/c2ccc3c(c2)OCO3)SC1=S)Nc1ccccc1
→ ?	0.2%	-1%	-0.2	2%	-12%	10%	-10%	-1%
> CCC(=O)Nc1ccc(C(=O)NNC(=O)c2cccc(C)c2)cc1
→ i	0.4%	-3%	1.8	0%	·	16%	-16%	-3%
> O=C(CSc1ccccn1)Nc1nc2c(ccc3ccccc32)s1
→ i	9.8%[9.22 µM]	-60%	-0.2	?	21%	?	?	0%
> Cc1cn([C@H]2C[C@H](O)[C@@H](CNC(=O)[C@@H]3CCCN3Cc3ccccc3)O2)c(=O)[nH]c1=O
→ i	-0.1%	2%	0.3	·	3%	·	6%	-3%
> Cc1cc(C)c(SCCc2ccncc2)c(C)c1
→ i	0.0%	-34%	-0.3	0%	·	16µM*	?	21%
> O=[N+]([O-])c1ccc(NC(=S)N2CCCC2)cc1
→ i	0.1%	-11%	-0.1	1%	·	-10%	2%	2%
> N=c1sccn1CC(=O)Nc1ccc(S(=O)(=O)N2CCOCC2)cc1
→ ?	0.1%	-30%	1.4	?	-3%	-3%	-2%	4%
> CCCCCCOC(=O)Sc1nc2ccccc2o1
→ ·	0.4%	3%	-1.2	-6%	·	1%	-18%	2%
> COc1cccc(-c2nc3c(C#N)c[nH]n3c2NC2CCC(C)CC2)c1 (configuration not stated)
→ i	4.4%	-34%	·	-15%	4%	?	1%	·
> O=C(Nc1onc2c1CCCC2)c1ccccc1
→ i	?	-24%	·	10%	11%	?	-22%	·
> O=C1CCC(C(=O)N2CCCCO2)CN1CCc1ccccc1 (configuration not stated)
→ i	-0.2%	0%	0.0	0%	76%[activator]	?	-3%	11%
> COc1ccc(OCC(=O)NCc2ccc3c(c2)CCN3C(=O)c2ccc(F)cc2)cc1
→ ·	3.3%	-27%	·	-13%	·	·	?	·
> O=C(COC(=O)C1C2CC3OC(=O)C1C3C2)Nc1ccc(F)cc1 (configuration not stated)
→ i	-0.9%	15%	0.3	-2%	25%	8%	?	4%
> C=CCn1c(O)c(N=Nc2nc3ccccc3c(=O)n2-c2ccccc2)c2ccccc21
→ i	4.9%	3%	6.5	0%	-1%	-1%	-6%	-5%

Single records (already shown):
`O=C(Nc1onc2c1CCCC2)c1ccccc1` as listed: S2 tox: i; Nrf2 ARE act: ?; HepG2 viability: -24%; IL-2 act: ·; A549 tox: 10%; ATXN2 expr inh: 11%; Nrf2 inh: ?; TGFb SMAD3 inh: -22%; EPAC2 agonist: ·
`CCOc1ccc(Cl)cc1CSc1n[nH]c(CC)n1` as listed: S2 tox: i; Nrf2 ARE act: -0.6%; HepG2 viability: -4%; IL-2 act: -1.7; A549 tox: -5%; ATXN2 expr inh: 14%; Nrf2 inh: ·; TGFb SMAD3 inh: 10%; EPAC2 agonist: 9%

Following part.
Below each SMILES: S2 tox	Nrf2 ARE act	HepG2 viability	IL-2 act	A549 tox	ATXN2 expr inh	Nrf2 inh	TGFb SMAD3 inh	EPAC2 agonist
> COc1ccccc1-c1c(C)nn2c(N3CCN(c4cccc(Cl)c4)CC3)cc(C)nc12
→ i	0.3%	-7%	·	6%	7%	·	-12%	·
> O=C(COC(=O)/C=C/c1ccc([N+](=O)[O-])cc1)NCC1CCCCC1
→ i	0.0%	-53%	5.2	-11%	-7%	-6%	-7%	-9%
> COCCNC(=O)Cn1ccc2cc(S(=O)(=O)N3CCCCC3)ccc21
→ i	-0.8%	0%	-3.2	14%	11%	4%	3%	2%
> CCCNC(=O)CN(c1ccc(F)c(Cl)c1)S(C)(=O)=O
→ i	0.1%	4%	-3.4	-5%	-4%	7%	6%	9%
> CC(C)NC(=O)N(C)C[C@H]1Oc2ccc(NC(=O)Cc3ccccc3)cc2C(=O)N([C@H](C)CO)C[C@@H]1C
→ i	-0.6%	6%	1.8	19%	-2%	14%	3%	3%
> Cc1cc(C)cc(Nc2nc3c(S(=O)(=O)c4cccc(Cl)c4)nnn3c3ccsc23)c1
→ i	-0.2%	-2%	·	-2%	4%	36%	7%	·
> COc1cc(/C=C2/C(=O)NN(c3cccc(C)c3)C2=O)ccc1OC(=O)c1ccco1
→ ?	0.2%	-79%	1.1	-2%	-36%	3%	?	4%
> Cn1nccc1-c1coc2c(C(=O)NCC3CCOCC3)cccc12
→ i	4.6%	-33%	-0.4	·	3%	·	8%	8%
> CN(C)C1CN(Cc2cn(Cc3ccc(F)cc3)nn2)S(=O)(=O)C1 (configuration not stated)
→ i	-0.5%	·	-0.5	·	0%	·	·	3%
> CCCCC[n+]1ccn(C2=C([O-])c3ccccc3C(=O)/C2=N\S(=O)(=O)c2ccc(Cl)cc2)c1
→ i	-0.9%	3.5µM*	-4.0	-12%	-24%	-16%	3.2µM*	-12%
> CNC(=O)c1c(Cl)cnn1-c1ccc(F)cc1
→ i	-0.3%[9.22 µM]	2%	2.4	-1%	4%	?	17%	2%
> CCOC(=O)c1c(C)oc2ncnc(NCCc3ccccc3)c12
→ i	0.5%	-24%	·	-4%	-10%	?	?	·
> CCOC(=O)N=Nc1c(O)n(C)c2ccccc12
→ i	3.0%	-1%	0.3	2%	0%	17%	-8%	0%
> CC1CCN(Cc2cc(=O)oc3cc(O)c(Cl)cc23)CC1
→ ·	0.0%	2%	1.1	2%	·	-19%	0%	3%
> Cc1cc(NC(=O)CN(C)S(=O)(=O)c2ccc3c(c2)CCC(=O)N3)ccc1Br
→ ?	2.9%	-19%	·	-22%	-2%	?	-13%	·
> CCOc1ccccc1NC(=O)n1ncc2cc(Cl)ccc21
→ i	19%	0%	·	8%	14%	-6%	2%	·
> O=C(C1=C(O)C(=O)N(c2ncccn2)C1c1cccc(Cl)c1)c1ccco1 (configuration not stated)
→ ?	26%	-2%	-3.1	-17%	-6%	-3%	4%	-4%
> COc1ccc(CCNC(=O)COC(=O)C23CC4CC(CC(C4)C2)C3)cc1
→ i	0.0%	-11%	0.0	1%	4%	0%	-4%	2%
> Nc1ccn(Cc2ccc(F)cc2)n1
→ i	-0.5%	-2%	1.6	1%	-13%[11.3 µM]	-21%	1%	-2%
> COc1ccc(S(=O)(=O)Cc2ccc(C(=O)N3CCN(Cc4ccccc4)CC3)o2)cc1
→ i	-0.4%	4%	3.0	-5%	-2%	-6%	-22%	6%
> CCOc1ccccc1N1CCN(C(=O)c2cc(-c3cccnc3)nc3c(Cl)cccc23)CC1
→ ?	0.7%	-21%	0.3	-2%	-11%	20%	-1%	0%
> Cc1c2cn[nH]c(=O)c2c(C)n1Cc1ccc(F)cc1
→ i	-1.7%	0%	-0.8	11%	-20%	9%	-5%	?
> O=C(CCC(=O)N1CCN(S(=O)(=O)c2ccccc2)CC1)NC1CCCc2ccccc21 (configuration not stated)
→ i	-1.0%	-2%	-3.2	-7%	4%	-9%	19%	2%
> O=C(NCc1nnc2n1CCCCC2)c1ccc(Cl)cc1Cl
→ i	0.5%	36%	0.1	0%	2%	1%	-19%	6%
> CC(C)(C)OC(=O)N1C2C=CC1C1=COCCN1C2=O (configuration not stated)
→ ·	·	-24%	·	6%	·	22%	-1%	·
> O=C(CCn1c(SCC(=O)NCc2ccco2)nc2ccccc2c1=O)NCCc1ccccc1
→ i	27%	-5%	0.6	1%	16%	26%	6%	-2%
> Cn1c(=O)n(C)c2cc(S(=O)(=O)NCCOCCO)ccc21
→ i	-0.3%	3%	-1.7	-1%	2%	5%	-1%	13%
> O=C1/C(=C/c2ccccn2)SC(=S)N1NS(=O)(=O)c1ccccc1
→ ?	-0.2%	1%	-1.2	-1%	·	-18%	-19%	-6%
> O=C(O)Cn1c(-c2cccs2)cc2cc(Cl)ccc21
→ ·	0.6%	-3%	·	-2%	·	-7%	·	·
> Cc1cc(C)n(-c2ccc(C(=O)OCC(=O)Nc3ccccc3[N+](=O)[O-])cc2)n1
→ ?	1.3%	1%	1.0	-4%	2%	1%	-8%	15%
> COCCNC(=O)C(c1ccc(F)cc1)N(Cc1ccco1)C(=O)CCC(=O)Nc1ccccn1 (configuration not stated)
→ i	3.3%	-5%	-0.3	-7%	-8%	2%	6%	1%
> CC(C)CC1NC(=O)c2cccnc2-n2c1nc1cc(F)c(F)cc1c2=O (configuration not stated)
→ ?	-0.2%	-1%	-0.7	·	-35%	·	-4%	7%
> O=C(CCBr)Nc1cccc2cccnc12
→ ·	·	-8%	·	-7%	·	6%	0%	·
> O=C(Nc1nnc(-c2ccccn2)o1)c1cccc(Cl)c1
→ i	6.7%	-41%	-2.1	5%	·	3%	6%	11%
> COc1ccc(CNC(=O)c2cnc(N(C)C)nc2)cc1
→ i	-0.2%	1%	·	-2%	7%	·	0%	·

Bioassay records (PubChem)
